# Compound activity as filed in PubChem.
# EBI2 antag – antagonists of human EBI2 receptor. P32249. inhibition, % at 5 µM. EBI2 beta-arrestin recruitment, luminescence, 7a,25-OHC stimulated. AID 651636. 360,000 tested, 0.81% active; in the data active = inhibition above about 38%;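 also: enzyme fragment complementation signal reports receptor beta-arrestin coupling in cells; 0% = agonist plus DMSO wells and 100% = wells without agonist; some results beyond the cut were filed as inactive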
# CXCR6 block – blocks human CXCR6 beta-arrestin recruitment | O00574 | 360,000 tested, 0.36% active | CHO-K1 PathHunter CXCR6 beta-arrestin, luminescence | inhibition, % at 20 µM; in the data active = inhibition above about 34%, passing the limit was not always enough;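 also: antagonist mode with CXCL16 agonist at 10 nM final; 0% = 10 nM CXCL16 with DMSO and 100% = unstimulated wells without agonist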
# Target sequence (O00574 whole entry, looked up): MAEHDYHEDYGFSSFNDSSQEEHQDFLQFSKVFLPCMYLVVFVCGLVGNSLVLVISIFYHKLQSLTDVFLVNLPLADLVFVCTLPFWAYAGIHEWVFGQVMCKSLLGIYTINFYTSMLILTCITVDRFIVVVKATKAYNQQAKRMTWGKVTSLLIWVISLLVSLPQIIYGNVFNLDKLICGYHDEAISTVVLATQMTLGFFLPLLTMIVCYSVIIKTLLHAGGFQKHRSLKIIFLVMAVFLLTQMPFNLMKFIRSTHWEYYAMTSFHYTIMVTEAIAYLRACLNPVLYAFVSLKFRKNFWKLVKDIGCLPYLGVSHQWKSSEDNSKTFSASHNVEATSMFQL
# CCR6 antagonist – CCR6 (human) receptor antagonism. CHO-K1 CCR6 PathHunter beta-arrestin, luminescence, CCL20-stimulated. inhibition, % at 20 µM. AID 493098. P51684. 340,000 tested, 0.49% active;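 active = compounds whose inhibition of the agonist-driven luminescence signal at 20 µM reaches about 50%, limit read from the data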;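 also: cells stimulated with CCL20 at 14 nM final; plate controls were DMSO with CCL20 for no effect and DMSO without agonist for full effect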
# ATG4B inh – ATG4B (human) cysteine protease inhibition; inhibition, % at 8.33 µM; 340,000 tested, 0.51% active; ATG4B cleavage of LC3-PLA2, NBD-HPC fluorescence, 1 h; AID 504462; in the data active = inhibition above about 40%
# Target sequence (Q9Y4P1 whole entry, looked up): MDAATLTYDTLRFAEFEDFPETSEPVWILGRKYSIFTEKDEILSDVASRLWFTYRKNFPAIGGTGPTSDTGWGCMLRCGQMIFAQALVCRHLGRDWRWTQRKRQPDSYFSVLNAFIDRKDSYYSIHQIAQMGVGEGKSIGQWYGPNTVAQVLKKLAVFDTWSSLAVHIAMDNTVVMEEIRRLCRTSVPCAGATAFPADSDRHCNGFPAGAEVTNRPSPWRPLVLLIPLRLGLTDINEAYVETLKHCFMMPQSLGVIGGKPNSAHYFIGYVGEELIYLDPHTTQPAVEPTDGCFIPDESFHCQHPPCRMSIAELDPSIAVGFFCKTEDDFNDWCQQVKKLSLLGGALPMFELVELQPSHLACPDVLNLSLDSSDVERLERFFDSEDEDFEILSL
# APJ antagonist – APJ receptor antagonism; P35414; CHO-K1 APJ beta-arrestin complementation, luminescence; AID 2521; 330,000 tested, 0.32% active; inhibition, % at 20 µM;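 active = inhibition above about 40% at 20 µM, limit read from the data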;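 also: cells challenged with 10 nM apelin-13 agonist together with compound; plate controls were apelin-13 plus DMSO wells for no effect and DMSO wells lacking apelin-13 for full effect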
# APJ agonist – activates the human apelin receptor APJ | P35414 | 330,000 tested, 0.11% active | CHO-K1 APJ PathHunter beta-arrestin, luminescence; 0% DMSO wells, 100% apelin | AID 2520 | activation, % at 20 µM;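 active = activation more than six SD over the plate average, tested at 20 µM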;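 also: 0% = DMSO alone and 100% = apelin-13 at 10 nM; some results filed as inactive read as strong as hits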
#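 Incubation: overnight seeding, 90 min compound at 25 °C, 1 h detection; test system: PathHunter CHO-K1 APJ (AGTRL-1) beta-arrestin reporter cells; amount: 1000 cells/well; doses: one dose, 20 µM compound, 1% DMSO; measured by: beta-gal luminescence; measure: agonist-driven arrestin binding to APJ; benchmarks: negative DMSO alone, positive Apelin-13 at 10 nM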
# UBC13 inh – inhibitors of human UBC13 polyubiquitin chain formation | P61088 | TR-FRET | inhibition, % at 20 µM | 330,000 tested, 0.47% active; in the data active = inhibition above about 45%, passing the limit was not always enough; inconclusive = no clear call, values can overlap the other calls
# Target sequence (P61088 whole entry, looked up): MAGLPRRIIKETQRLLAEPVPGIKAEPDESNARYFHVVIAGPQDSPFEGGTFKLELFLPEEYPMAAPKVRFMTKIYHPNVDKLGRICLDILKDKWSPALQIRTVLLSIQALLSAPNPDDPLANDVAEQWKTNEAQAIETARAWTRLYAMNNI
# Gli-Sufu antag – blocks Gli-Sufu signaling in a luciferase reporter; 340,000 tested, 0.74% active; Sufu-KO-LIGHT fibroblasts, Gli luciferase reporter luminescence; inhibition, % at 5 µM;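 active = inhibition above about 55%, limit read from the data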;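 also: 0% = DMSO-treated cells and 100% = wells with medium but no cells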
# * marks the source's active call; other numbers are inactive results; u = inconclusive; x = not tested or not shown.
SMILES,EBI2 antag,CXCR6 block,CCR6 antagonist,ATG4B inh,APJ antagonist,APJ agonist,UBC13 inh,Gli-Sufu antag
CCN(CC)C(=O)c1ncn(Cc2ccccc2)c1C(=O)N(CC)CC,7,-3,-2,-9,11,-1,-8,1
CC1OC(Oc2ccc3ccc(=O)oc3c2-c2c(O)ccc3cc(Oc4ccc5ccc(=O)oc5c4)c(=O)oc23)C(O)C(O)C1O (centres undefined),-12,0,15,-7,15,-3,2,1
Cc1nnc(SCC(=O)NCc2ccc3c(c2)OCO3)s1,-6,-4,-2,-4,1,-2,4,-7
O=C(CSc1ccc(-c2ccco2)nn1)c1ccc(F)cc1,-5,-2,10,0,-12,0,-3,-14
C=CCOc1ccc(Br)cc1/C=C1\NC(=S)N(C(C)=O)C1=O,-3,1,0,5,13,1,-13,2
O=C(COC(=O)c1ccc(S(=O)(=O)N2CCOCC2)cc1)NCc1ccccc1,-1,4,-4,-8,2,-2,3,-1
CCOC(=O)/C(=C/C=C/c1ccccc1)NC(=O)c1ccccc1,6,1,13,-6,12,-3,-1,-18
CCCCNC(=O)[C@@H]1CC=C[C@@H]2CCN(C3CC3)C(=O)[C@@H]21,-11,-2,8,-7,-65,-4,-1,-3
Cc1cccc(/C=C(\c2nc3ccccc3[nH]2)S(=O)(=O)c2ccccc2)c1,20,19,28,-2,x,x,x,-18
COC(=O)CCC(=O)N1CCCC(CO)(Cc2ccccc2F)C1 (centres undefined),-6,14,-2,4,3,-1,-1,x
CCOc1ccc(NC(=O)c2ccc3c(c2)CCN3S(C)(=O)=O)cc1,10,0,5,-4,4,3,-4,30
O=C(O)/C=C/C(=O)Nc1ccc(S(=O)(=O)Nc2nccs2)cc1,1,14,9,-3,14,5,-27,-34
c1ccc2c(c1)ccc1[nH]c3c(c12)CCCC3,-8,-12,-2,16,x,x,x,1
CCOC(=O)C1(CCOc2ccccc2)CCN(Cc2ccc(-n3cccn3)cc2)CC1,16,8,25,3,-9,-2,16,46
O=C(CCCCn1c(=S)[nH]c2ccsc2c1=O)NCc1ccco1,-4,6,8,11,0,2,u,3
Cc1ccccc1/C(N)=N/OC(=O)N1c2ccccc2Sc2ccccc21,2,-4,-8,54*,-106,3,6,-1
CCCN1CCc2c(sc3nc(SCC)n(-c4ccccc4)c(=O)c23)C1,-3,4,9,-3,1,-4,4,18
O=C(O)CCc1c(C(=O)O)[nH]c2ccccc12,4,5,-1,2,11,-2,8,-8
COc1ccccc1CNC(=O)C1CCN(S(=O)(=O)c2ccc3c(c2)OCCO3)CC1,7,-4,13,-3,-4,-4,-4,-7
O=[N+]([O-])c1cc(-c2ccc(/C=N\n3cnnc3)o2)cc([N+](=O)[O-])c1,-7,-10,-5,1,-22,6,-34,x
Cc1cc(C)nc(OC(C(=O)O)C(OCCc2ccccc2)(c2ccccc2)c2ccccc2)n1 (centres undefined),-7,2,16,1,11,-2,-14,-10
Cc1ccc(S(=O)(=O)Nc2nc3ccccc3nc2NCC2CCCO2)cc1 (centres undefined),-4,1,13,-2,-27,-4,-6,1
O=C(NCCc1c[nH]c2ccccc12)C1CCN(S(=O)(=O)c2ccccc2)CC1,37,6,15,-4,15,-2,5,-1
Cc1cc(C)cc(OCC(=O)Nc2ccccc2N2CCCCC2)c1,41,7,26,6,10,-1,3,9
CC(C)OCCCN1C=C2C(=O)C(C)(OC(=O)CCc3ccccc3)C(=O)C=C2C=C1c1ccc(C#N)cc1 (centres undefined),x,x,0,3,-48,13,-22,-3

# The list goes on.
SMILES,EBI2 antag,CXCR6 block,CCR6 antagonist,ATG4B inh,APJ antagonist,APJ agonist,UBC13 inh,Gli-Sufu antag
COc1ccc(OCc2nnc(SCC(=O)Nc3ccccc3Cl)o2)cc1,7,-5,-1,-2,8,1,1,-22
CC(=O)Nc1ccc(NC(=O)CCN2C(=O)c3ccccc3C2=O)cc1,4,1,-1,7,-18,-6,-11,-11
NNC(=O)C1COc2cc3ccccc3cc2O1 (centres undefined),4,4,3,-8,-2,-1,-2,-4
Oc1c(Cl)cc(CN2CCCCC2)c2cccnc12,5,49*,x,x,25,-8,-26,x
NC(=O)c1ccccc1NC(=O)NC1CCCCC1,7,11,-7,0,0,1,-6,-4
CC(=O)N(Cc1ccccc1)c1ncc2c(n1)c(=O)c(C#N)c1ccccn12,-5,-3,12,-3,-9,-2,-15,-6
CCN(C(=O)C1CSC2(C)CCC(=O)N12)c1nc2c(C)cccc2s1 (centres undefined),3,-6,4,-4,25,-5,3,-4
COc1ccc(NC(=O)c2cc(S(=O)(=O)N(Cc3ccccc3)c3ccccc3)ccc2Cl)cn1,19,3,-2,-1,-7,-2,-4,-3
Cc1cc(C(F)(F)F)c2c(=O)[nH]c(=O)n(Cc3ccccc3)c2n1,-3,5,8,10,-14,0,4,8
COC(=O)c1noc(C)c1-c1ccnn1C(=O)c1ccc(C)cc1,0,2,17,-2,8,-1,-6,6
Cc1ccc(-c2cc(C(=O)OCC(=O)Nc3ncc(C(F)(F)F)cc3Cl)c3ccccc3n2)cc1,-21,-2,-3,-10,4,0,13,-6
Nc1nonc1-n1nnc(C(=O)N/N=C/c2cc(Br)cs2)c1-c1ccccc1,8,-14,8,-4,14,1,-3,-15
Cc1ccc(C(=O)N/C(=C\c2ccc3c(c2)OCO3)C(=O)N2CCOCC2)cc1,-4,0,7,-6,3,2,11,2
Cc1ccc(NC2CCCN(C(=O)CCCN3CCCCC3=O)C2)cc1C (centres undefined),-4,-7,3,-5,-10,-1,-1,-3
CCCCOC(=O)C1CN(c2ccccc2)N=C1C(C)=O (centres undefined),4,4,22,4,-1,0,32,0
COc1ccc(-n2cnc3sc4c(c3c2=O)CCCC4)cc1,4,1,13,13,4,-4,24,5
CCCCC(=O)Nc1nnc(SCC(=O)N2CCN(c3ccccc3OC)CC2)s1,-1,-4,19,-12,10,-2,-4,5
COC(=O)/C(=N\Nc1ccccc1)Sc1nnc(-c2ccc(OC)cc2)n1C,-2,-6,0,0,-24,-2,2,-1
COc1cc(Cl)c(S(=O)(=O)N2CCOCC2)cc1Cl,-1,-5,13,0,20,1,4,-15
COc1ccc(-c2nc(CS(=O)(=O)CC(=O)NC3CCC(C)CC3)c(C)o2)cc1 (centres undefined),20,-3,8,-3,-3,-1,-5,20
O=C(O)c1c2c(nc3ccccc13)/C(=C/c1cccc([N+](=O)[O-])c1)CCC2,14,-4,6,9,x,x,x,-22
NNC(=O)C1CC1(c1ccccc1)c1ccccc1 (centres undefined),-15,-4,0,-8,2,-2,-1,4
Cc1ccccc1C(=O)OCn1nnc2ccccc2c1=O,-2,0,13,11,2,6,-8,7
N#C/C(Cn1c[n+](NC(=O)Nc2ccccc2)cn1)=N/O,6,-3,11,-10,-10,5,9,-2
COC(=O)CN1C(=O)C(O)(CC(=O)c2ccc(C)o2)c2ccccc21 (centres undefined),-8,-6,-18,0,14,-3,7,2

# Entries of single compounds as entered above:
# Shown for COc1cc(Cl)c(S(=O)(=O)N2CCOCC2)cc1Cl = EBI2 antag = -1; CXCR6 block = -5; CCR6 antagonist = 13; ATG4B inh = 0; APJ antagonist = 20; APJ agonist = 1; UBC13 inh = 4; Gli-Sufu antag = -15
# Shown for Cc1ccc(-c2cc(C(=O)OCC(=O)Nc3ncc(C(F)(F)F)cc3Cl)c3ccccc3n2)cc1 = EBI2 antag = -21; CXCR6 block = -2; CCR6 antagonist = -3; ATG4B inh = -10; APJ antagonist = 4; APJ agonist = 0; UBC13 inh = 13; Gli-Sufu antag = -6

# (next part)
SMILES,EBI2 antag,CXCR6 block,CCR6 antagonist,ATG4B inh,APJ antagonist,APJ agonist,UBC13 inh,Gli-Sufu antag
CCc1ccccc1NC(=O)C1CCCN(S(=O)(=O)c2c(C)noc2C)C1 (centres undefined),0,2,11,2,-4,1,3,-28
Cn1c(O)c(N=NC(=O)CNC(=O)c2cccnc2)c2ccccc21,-8,6,2,1,18,-1,-15,51
CCOc1ccc(NC(=O)COC(=O)CSCC(=O)Nc2ccc(C)cc2C)cc1,5,-5,-9,-13,-8,-3,4,3
Cc1cccc(Nc2nnc(SCC(=O)Nc3cccnc3Cl)s2)c1,3,-6,12,-8,2,-1,-13,17
COc1ccc2sc(N(CCN(C)C)C(=O)c3ccc4ccccc4c3)nc2c1,3,1,15,8,13,-2,11,6
CN(C)c1ccc(S(=O)(=O)N2CCCCC2)cc1NC(=O)CCNC(=O)c1ccccc1Cl,7,2,13,-7,x,x,x,5
c1ccc(-c2nnnn2-c2ccccc2)cc1,9,8,12,-10,15,-2,0,0
O=C(Nc1ccccc1Cl)Nc1ccccc1Cl,-2,2,3,-3,-36,-2,10,-13
CCCC(=O)NC(c1ccccc1)c1c(O)ccc2ccccc12 (centres undefined),0,6,13,-1,3,-2,6,-3
Cn1c(=NC(=O)c2ccco2)sc2ccccc21,-3,3,-8,1,2,-2,3,-82
CCOC(=O)C1=C(CNCCOc2ccc(OC)cc2)NC(=O)NC1c1ccc2c(c1)OCO2 (centres undefined),3,4,-7,3,10,0,-6,7
CC(Sc1n[nH]c(N)n1)C(=O)Nc1ccc(Cl)cn1 (centres undefined),2,-2,1,-4,5,-2,8,-2
COc1ccccc1C(=O)NNC(=O)c1ccc(Cl)cc1,-4,-1,9,-7,-1,-3,5,-10
Nc1nnc(SCc2ccc(Cl)cc2)s1,-11,-6,-2,-9,-14,-3,-4,-14
Cc1onc(-c2c(F)cccc2Cl)c1C(=O)Nc1nnc(C(F)(F)F)s1,-2,-2,-15,-3,-16,1,u,18
Cc1nc(SCC(=O)Nc2ccccc2Cl)oc1C,0,-9,2,12,14,-2,6,6
O=C(CN1C(=O)C(=O)c2ccccc21)NCCc1ccccc1,5,4,14,-3,10,-3,-17,8
Nc1nc(SCc2ccc(Br)cc2)n[nH]1,-2,-5,4,2,-11,-4,0,-19
Cc1nc2ccccc2c(=O)n1NCc1cc(Br)cs1,19,-1,17,-4,-4,-7,18,3
COc1cc(NC(=O)N[C@H](C(=O)O)C(C)C)cc(OC)c1,0,0,0,2,-4,0,-10,0
C/C(=C\C(=O)N1CCc2ccccc21)C(=O)O,-10,1,-21,6,-8,-2,-6,-10
O=C(COC(=O)c1ccc(Cl)c(S(=O)(=O)N2CCc3ccccc3C2)c1)Nc1ncc(Cl)cc1Cl,5,-2,16,6,-5,1,4,10
CCCSc1nnc(NC(=O)c2nc(SC)ncc2Cl)s1,-9,7,14,0,-11,4,-16,56*
Cc1c(C(=O)N2CCOCC2)c(S(=O)(=O)Nc2ccc(F)cc2)c(C)n1C,-17,6,-18,1,16,-2,10,-11
O=C(c1cc(-c2ccc3c(c2)OCO3)on1)N1CCN(c2ccc(F)cc2)CC1,31,0,-7,1,0,-6,6,-5

# Next compounds
SMILES,EBI2 antag,CXCR6 block,CCR6 antagonist,ATG4B inh,APJ antagonist,APJ agonist,UBC13 inh,Gli-Sufu antag
Cc1ccc(S(=O)(=O)CC2CSc3nc(N)cc(=O)n32)cc1 (centres undefined),6,-10,1,-3,14,0,4,8
C#CCOCCOCCOCCNc1nc(N2CCOCC2)nc(N2CCN(C(=O)[C@H](Cc3cc4ccccc4[nH]3)n3cc([C@@H](N)Cc4ccc(O)cc4)nn3)CC2)n1,-1,4,-4,-3,26,1,9,-6
O=C(Cc1c(O)c2ccccc2oc1=O)c1ccc(F)cc1,1,0,5,-1,-4,-5,10,-26
CC1CCCCN1CCCNC(=O)CCCN1C(=O)c2cccnc2Sc2ccccc21 (centres undefined),4,3,1,2,8,-2,0,-8
O=C(O)c1cccc(Cn2c(Cl)c(/C=N/NC(=O)c3ccc(O)cc3)sc2=O)c1,-1,4,8,5,-5,-3,17,5
C[C@@H]1[C@H]2CCCC[C@H]2CN(C(=O)OC(C)(C)C)[C@@H]1c1cn(Cc2ccccc2)c2ccc(F)cc12,31,7,24,-2,x,x,x,1
CC(=O)Nc1sc(C)c(C)c1C(=O)OC(C)C,1,0,-12,-10,5,-2,4,2
